Screening results: PubChem BioAssay, Sanford-Burnham Center for Chemical Genomics
TAG inh – reduces triacylglycerol accumulation in H9c2 cells; Nile Red lipid (TAG) fluorescence; cells loaded with 200 µM oleic acid; 230,000 tested, 0.66% active; AID 651582; inhibition, % at 12.5 µM;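 active means pattern-corrected inhibition of lipid staining of at least 50% with the nuclear-stain viability signal not falling by more than 50%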;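 further: 0% = DMSO wells and 100% = triacsin C control wells; some results filed as inactive read as strong as hits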
TAG inh DAPI viability – second read-out of TAG inh, no call of its own (marks repeat the call); DAPI nuclei signal change (viability), lower = more cytotoxic, %;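 whole-well DAPI fluorescence read on a plate reader as a viability signal; minus 50 percent equals half of cells still viable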
The depositor's hits bear a star. Not all compounds are listed; rates above refer to the full screens.

What do the screens show for `COc1ccc2sc(C)[n+](C)c2c1`?
TAG inh: -6.2; TAG inh DAPI viability: 13.9

How did CNC(=O)NC(=O)Cn1cnc2sc(-c3ccccc3)cc2c1=O do in these assays?
TAG inh: 5.7; TAG inh DAPI viability: 2.7

How did CC(=O)Nc1ccc(-c2ccnc3c2CC(C)(C(=O)Nc2ccc(C(C)C)cc2)O3)cc1 (stereo unspecified) do in these assays?
TAG inh: 3.4; TAG inh DAPI viability: -11.0

What do the screens show for `O=C(CCc1ccccc1)NCCc1nc2ccccc2[nH]1`?
TAG inh: -1.5; TAG inh DAPI viability: -5.9

What do the screens show for `CCOC(=O)COn1c(SCC(=O)OCC)nc2ccccc2c1=O`?
TAG inh: -1.2; TAG inh DAPI viability: 4.7

What do the screens show for `COc1ccc(C(=O)NNC(=O)CSc2nnc(C)n2CC2CCCO2)cc1` (stereo unspecified)?
TAG inh: 2.8; TAG inh DAPI viability: 1.1

Results for COc1ccc(Cl)cc1NC(=O)CN(C)C(=O)c1cc2ccccc2cc1O ?
TAG inh: 6.1; TAG inh DAPI viability: 8.6

How did CN(C(=O)CN1C(=O)c2ccccc2S1(=O)=O)C1CCCCC1 do in these assays?
TAG inh: 1.0; TAG inh DAPI viability: 1.3

Results for O=C(COc1ccc(Cl)cc1)OCC(=O)N1CCOCC1 ?
TAG inh: 8.0; TAG inh DAPI viability: -5.5

Results for O=C(Cc1ccc(Cl)c(Cl)c1)Nc1cccc2ncccc12 ?
TAG inh: -14.4; TAG inh DAPI viability: 7.4

Results for CCCCn1c(SCC(=O)N(CC)C2CCS(=O)(=O)C2)nc2cc(S(N)(=O)=O)ccc21 (stereo unspecified) ?
TAG inh: 14.4; TAG inh DAPI viability: -0.7

What do the screens show for `Cc1ccc(C2NC(=O)c3ccccc3N2)s1` (stereo unspecified)?
TAG inh: -3.5; TAG inh DAPI viability: 3.5

What do the screens show for `N/C(=N\OS(=O)(=O)c1ccc2ccccc2c1)c1cccnc1`?
TAG inh: 19.6; TAG inh DAPI viability: -6.5

How did Oc1csc(Cc2nc(-c3ccccc3F)cs2)n1 do in these assays?
TAG inh: -4.2; TAG inh DAPI viability: 16.3

How did Cc1nc2ccccc2nc(=O)c1NNc1ccccc1 do in these assays?
TAG inh: -8.4; TAG inh DAPI viability: 4.6

How did COc1ccc(CSCCc2n[nH]c(=S)n2-c2ccccc2)cc1C do in these assays?
TAG inh: 10.5; TAG inh DAPI viability: -0.4

How did CC(C)NS(=O)(=O)c1ccc(NC(=O)C2CC3C=CC2C3)cc1 (stereo unspecified) do in these assays?
TAG inh: -6.1; TAG inh DAPI viability: 6.1

Results for COc1ccc2c(c1)CCCC21NC(=O)N(CC(=O)NCc2cccs2)C1=O (stereo unspecified) ?
TAG inh: -5.6; TAG inh DAPI viability: 5.0

Results for C=C(C)Cn1c(N)cc(=O)nc1SCC(=O)Nc1cccc(C(F)(F)F)c1 ?
TAG inh: -6.8; TAG inh DAPI viability: 2.3

What do the screens show for `COc1ccc(NC(C)c2cc(Cl)ccc2O)cc1` (stereo unspecified)?
TAG inh: 1.0; TAG inh DAPI viability: -1.5

How did CC(C)C(=O)NC(=S)Nc1ccccc1C(=O)NC1CCCCC1 do in these assays?
TAG inh: -2.9; TAG inh DAPI viability: 2.6

What do the screens show for `O=C(CCNC(=O)c1ccc(Cl)cc1)Nc1ccc(S(=O)(=O)N2CCOCC2)cc1`?
TAG inh: 2.3; TAG inh DAPI viability: -2.3

Results for CCN(c1ccccc1)S(=O)(=O)c1cc2c(cc1C)N(C)CCO2 ?
TAG inh: -8.3; TAG inh DAPI viability: 9.2

What do the screens show for `O=C(O)C(Cc1ccccc1)N1C(=O)/C(=C/C=C/c2ccco2)SC1=S` (stereo unspecified)?
TAG inh: 2.8; TAG inh DAPI viability: -2.9

How did O=C(Nc1nnc(CC(=O)N2CCOCC2)s1)c1cccs1 do in these assays?
TAG inh: -3.0; TAG inh DAPI viability: 5.0

What do the screens show for `COc1cc(CNc2ncnc3c2ncn3[C@H]2CN(Cc3ccccc3)C[C@@H](COC(C)=O)O2)cc(OC)c1OC`?
TAG inh: 7.3; TAG inh DAPI viability: 10.0

What do the screens show for `C=CCOc1ccc(Br)cc1CNCC`?
TAG inh: 0.8; TAG inh DAPI viability: 6.6

Results for O=c1[nH]cnc2scc(-c3ccc(Br)cc3)c12 ?
TAG inh: -5.8; TAG inh DAPI viability: 0.6

What do the screens show for `N#C/C(=C(/O)CSc1ccccn1)c1nc2ccccc2s1`?
TAG inh: 24.1; TAG inh DAPI viability: -11.6

What do the screens show for `CC(C)C(=O)c1cn(CC(=O)NCc2ccc3c(c2)OCO3)c2ccccc12`?
TAG inh: 9.6; TAG inh DAPI viability: 0.6

What do the screens show for `COC(=O)c1ccc(OC)c(OC2CCCC2)c1`?
TAG inh: -7.4; TAG inh DAPI viability: -2.3

What do the screens show for `Cc1ccc(N(CC(=O)Nc2cccc(C)c2)S(=O)(=O)c2cccc3nonc23)cc1`?
TAG inh: 8.7; TAG inh DAPI viability: -7.2

Results for Oc1ccc2ccccc2c1CNc1ccccc1 ?
TAG inh: 7.8; TAG inh DAPI viability: 3.3

What do the screens show for `CCC(CO)Oc1cc(NCc2ccccc2F)c2ncn(C(C)C)c2c1` (stereo unspecified)?
TAG inh: -2.3; TAG inh DAPI viability: 0.4

Results for Nc1n[nH]c(CCCO)n1 ?
TAG inh: 0.1; TAG inh DAPI viability: 10.0

What do the screens show for `N/C(Cc1ccc(Cl)cc1)=N\OC(=O)CCc1ccccc1`?
TAG inh: -18.1; TAG inh DAPI viability: 5.7

How did CCC(C)(C(=O)NC1CCCC1)N(C(=O)c1cnccn1)c1ccccc1 (stereo unspecified) do in these assays?
TAG inh: -6.6; TAG inh DAPI viability: -3.9

How did CCOc1ccc(NC(=O)CN(C)CC(=O)Nc2ccccc2C#N)cc1OCC do in these assays?
TAG inh: -2.9; TAG inh DAPI viability: -4.0

What do the screens show for `Cc1sc2ncn(CC(=O)NCC3COc4ccccc4O3)c(=O)c2c1S(=O)(=O)N1CCCCC1` (stereo unspecified)?
TAG inh: 4.2; TAG inh DAPI viability: -8.9

Results for O=[n+]1c2c(n([O-])c3cc(F)c(F)cc31)CCCC2 ?
TAG inh: 3.0; TAG inh DAPI viability: 14.6

Arranged by molecular weight (highest first): 3 of the compounds above
What do the screens show for `CCC(CO)Oc1cc(NCc2ccccc2F)c2ncn(C(C)C)c2c1` (stereo unspecified)?
TAG inh: -2.3; TAG inh DAPI viability: 0.4

What do the screens show for `CCOC(=O)COn1c(SCC(=O)OCC)nc2ccccc2c1=O`?
TAG inh: -1.2; TAG inh DAPI viability: 4.7

Results for O=c1[nH]cnc2scc(-c3ccc(Br)cc3)c12 ?
TAG inh: -5.8; TAG inh DAPI viability: 0.6

Carrying on.
Results for CCc1ccc(CNC(=O)C(=O)NCCc2ccc(OC)c(OC)c2)cc1 ?
TAG inh: 48.6; TAG inh DAPI viability: 16.3

Results for COc1cc(/C=N/N=C(N)N)ccc1OCc1ccccc1Cl ?
TAG inh: 25.7; TAG inh DAPI viability: 8.1

What do the screens show for `Cc1ccc(C)c(NC(=S)/C(=C(\[O-])c2ccc(Cl)s2)[n+]2ccccc2)c1`?
TAG inh: -3.9; TAG inh DAPI viability: -1.6

Results for CC(C)Cn1c(-c2ccncc2)n[nH]c1=S ?
TAG inh: -15.7; TAG inh DAPI viability: 17.2

How did CCCn1c(N)c(Sc2ccc(C)cc2)c(=O)n(CCC)c1=O do in these assays?
TAG inh: 0.0; TAG inh DAPI viability: 3.4

What do the screens show for `Cc1ccccc1NC(=O)COC(=O)c1n[nH]c(=O)c2ccccc12`?
TAG inh: -8.7; TAG inh DAPI viability: 5.1

Results for Cc1ccc(/C=N/N2C(=S)SC(C)(C)C2N(O)C(=O)Nc2ccc([N+](=O)[O-])cc2)cc1 (stereo unspecified) ?
TAG inh: -23.2; TAG inh DAPI viability: -15.6

Results for O=C(C1CC1(c1ccccc1)c1ccccc1)N1CCOCC1 (stereo unspecified) ?
TAG inh: -19.8; TAG inh DAPI viability: 4.4

How did CCN(CC)CCN(C(=O)CCS(=O)(=O)c1ccccc1)c1nc2c(C)cc(C)cc2s1 do in these assays?
TAG inh: 8.4; TAG inh DAPI viability: 2.5

How did CCOc1cc(-n2ncc(C#N)c2N)nc(SC)n1 do in these assays?
TAG inh: 18.0; TAG inh DAPI viability: 1.8

Results for CNC(=S)N1CCc2cc(OC)c(OC)cc2C1COc1ccc(OC)cc1 (stereo unspecified) ?
TAG inh: 3.9; TAG inh DAPI viability: 3.7

What do the screens show for `CCCNC(=O)c1ccc(SCC(=O)N(CC)CC)c([N+](=O)[O-])c1`?
TAG inh: 6.1; TAG inh DAPI viability: -1.6

How did C=CCOc1cccc(C2/C(=C(\O)c3ccc(F)cc3)C(=O)C(=O)N2CCN(C)C)c1 (stereo unspecified) do in these assays?
TAG inh: -3.0; TAG inh DAPI viability: 2.9

Results for CN(C(=O)COC(=O)Cc1c(F)cccc1Cl)c1c(N)n(Cc2ccccc2)c(=O)[nH]c1=O ?
TAG inh: -10.8; TAG inh DAPI viability: 3.3

What do the screens show for `O=C(O)Cc1sc(Nc2ccccc2)nc1-c1cccs1`?
TAG inh: 0.8; TAG inh DAPI viability: 3.9

How did NC(=O)CSc1ccc(-c2ccc(F)cc2)nn1 do in these assays?
TAG inh: -1.5; TAG inh DAPI viability: 7.7

Results for CCCC1S/C(=N/N=C/c2ccco2)NC1=O (stereo unspecified) ?
TAG inh: 0.2; TAG inh DAPI viability: 0.6

How did Cc1ccccc1OCC(=O)NNC(=O)Cc1ccc(S(=O)(=O)N2CCOCC2)s1 do in these assays?
TAG inh: 1.0; TAG inh DAPI viability: -3.5

Results for CC1O[C@@H](O[C@H](C)CC[C@@H](C)O[C@H]2OC(C)[C@@H](O)C[C@H]2O)C(O)C[C@H]1O (stereo partly specified) ?
TAG inh: -10.2; TAG inh DAPI viability: 5.3

How did COc1cccc(NC(=O)c2nnn(Cc3ccc(Br)cc3F)c2N)c1 do in these assays?
TAG inh: -25.2; TAG inh DAPI viability: -0.7

What do the screens show for `O=C1c2ccccc2C(=O)N1CCCC(=O)N1CCCc2ccccc21`?
TAG inh: 0.5; TAG inh DAPI viability: -0.9

What do the screens show for `Cc1ccc2cn[nH]c2c1[N+](=O)[O-]`?
TAG inh: 17.0; TAG inh DAPI viability: -5.9

What do the screens show for `COCCNc1nc(-c2ccccc2)nc2c1oc1ccccc12`?
TAG inh: 0.3; TAG inh DAPI viability: 2.3

Results for Clc1nc2c(ccc3ccccc32)[nH]1 ?
TAG inh: -4.7; TAG inh DAPI viability: -5.0

What do the screens show for `CC(OC(=O)CC1Sc2ccccc2NC1=O)C(=O)N(C)Cc1ccccc1` (stereo unspecified)?
TAG inh: -0.9; TAG inh DAPI viability: -6.6

How did CC(CNC(=O)CCS(=O)(=O)c1cc2c(cc1Cl)NC(=O)CO2)c1ccccc1 (stereo unspecified) do in these assays?
TAG inh: 15.7; TAG inh DAPI viability: -7.5

Results for COC(=O)CN1C(=O)C2(C(C#N)=C(N)Oc3cc(C)oc(=O)c32)c2ccccc21 (stereo unspecified) ?
TAG inh: 4.4; TAG inh DAPI viability: -14.9

Results for Cc1ccccc1CSCC(=O)NNC(=S)NCC1CCCO1 (stereo unspecified) ?
TAG inh: -27.0; TAG inh DAPI viability: 6.6

How did Cc1cccc(N=Nc2c(O)[nH]c3ccc(F)cc23)c1 do in these assays?
TAG inh: -4.4; TAG inh DAPI viability: 14.7

Results for O=C(Nc1ccc2c(c1)OCO2)c1ccccc1SCC(=O)N1CCCC1 ?
TAG inh: 0.9; TAG inh DAPI viability: -4.9

Of the compounds above, 13 have two or more sulfur atoms.
Results for CCCCn1c(SCC(=O)N(CC)C2CCS(=O)(=O)C2)nc2cc(S(N)(=O)=O)ccc21 (stereo unspecified) ?
TAG inh: 14.4; TAG inh DAPI viability: -0.7

How did Oc1csc(Cc2nc(-c3ccccc3F)cs2)n1 do in these assays?
TAG inh: -4.2; TAG inh DAPI viability: 16.3

How did COc1ccc(CSCCc2n[nH]c(=S)n2-c2ccccc2)cc1C do in these assays?
TAG inh: 10.5; TAG inh DAPI viability: -0.4

What do the screens show for `O=C(O)C(Cc1ccccc1)N1C(=O)/C(=C/C=C/c2ccco2)SC1=S` (stereo unspecified)?
TAG inh: 2.8; TAG inh DAPI viability: -2.9

How did O=C(Nc1nnc(CC(=O)N2CCOCC2)s1)c1cccs1 do in these assays?
TAG inh: -3.0; TAG inh DAPI viability: 5.0

What do the screens show for `N#C/C(=C(/O)CSc1ccccn1)c1nc2ccccc2s1`?
TAG inh: 24.1; TAG inh DAPI viability: -11.6

What do the screens show for `Cc1sc2ncn(CC(=O)NCC3COc4ccccc4O3)c(=O)c2c1S(=O)(=O)N1CCCCC1` (stereo unspecified)?
TAG inh: 4.2; TAG inh DAPI viability: -8.9

What do the screens show for `Cc1ccc(C)c(NC(=S)/C(=C(\[O-])c2ccc(Cl)s2)[n+]2ccccc2)c1`?
TAG inh: -3.9; TAG inh DAPI viability: -1.6

Results for Cc1ccc(/C=N/N2C(=S)SC(C)(C)C2N(O)C(=O)Nc2ccc([N+](=O)[O-])cc2)cc1 (stereo unspecified) ?
TAG inh: -23.2; TAG inh DAPI viability: -15.6

How did CCN(CC)CCN(C(=O)CCS(=O)(=O)c1ccccc1)c1nc2c(C)cc(C)cc2s1 do in these assays?
TAG inh: 8.4; TAG inh DAPI viability: 2.5

What do the screens show for `O=C(O)Cc1sc(Nc2ccccc2)nc1-c1cccs1`?
TAG inh: 0.8; TAG inh DAPI viability: 3.9

How did Cc1ccccc1OCC(=O)NNC(=O)Cc1ccc(S(=O)(=O)N2CCOCC2)s1 do in these assays?
TAG inh: 1.0; TAG inh DAPI viability: -3.5

Results for Cc1ccccc1CSCC(=O)NNC(=S)NCC1CCCO1 (stereo unspecified) ?
TAG inh: -27.0; TAG inh DAPI viability: 6.6
